SENP8 block-1 = blocks the human protease SENP8. purified SENP8, Z-RLRGG-aminoluciferin cleavage, luminescence. 1.2% of 330,000 active. inhibition, % at 10 µM. Q96LD8. AID 2540; in the data active = inhibition above about 50%
Target sequence (Q96LD8 whole entry, looked up): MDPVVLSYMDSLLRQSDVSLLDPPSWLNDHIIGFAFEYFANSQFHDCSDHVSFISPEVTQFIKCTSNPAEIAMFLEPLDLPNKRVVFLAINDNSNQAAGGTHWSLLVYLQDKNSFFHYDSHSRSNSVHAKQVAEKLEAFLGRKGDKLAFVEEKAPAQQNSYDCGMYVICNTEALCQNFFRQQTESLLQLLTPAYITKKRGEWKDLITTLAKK
SENP7 inh = SENP7 protease inhibition | AID 434973 | recombinant SENP7, Z-RLRGG-aminoluciferin luminescence, 40 min | 1.5% of 330,000 active | inhibition, % at 5 µM | Q9BQF6;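 active = inhibition above about 50% at the single test dose, limit read from the data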;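 note: plate controls were DMSO with enzyme for no effect and no enzyme buffer wells for full effect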
Target sequence (Q9BQF6 706-1050 limits assumed): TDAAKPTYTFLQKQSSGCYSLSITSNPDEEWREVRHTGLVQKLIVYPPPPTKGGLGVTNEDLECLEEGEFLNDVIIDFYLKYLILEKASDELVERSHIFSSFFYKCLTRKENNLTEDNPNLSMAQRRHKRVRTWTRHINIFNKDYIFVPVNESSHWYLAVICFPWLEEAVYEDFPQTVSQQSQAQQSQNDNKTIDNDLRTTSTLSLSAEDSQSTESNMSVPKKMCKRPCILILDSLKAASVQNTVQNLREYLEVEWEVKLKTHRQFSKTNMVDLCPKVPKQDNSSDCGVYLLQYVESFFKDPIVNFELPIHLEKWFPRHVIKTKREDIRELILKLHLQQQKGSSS
UBC13 polyUb = human UBC13 polyubiquitination inhibition; UBC13 polyubiquitin chain formation, TR-FRET; AID 485273; inhibition, % at 20 µM; P61088; 0.47% of 330,000 active; in the data active = inhibition above about 45%, passing the limit was not always enough
Target sequence (P61088 whole entry, looked up): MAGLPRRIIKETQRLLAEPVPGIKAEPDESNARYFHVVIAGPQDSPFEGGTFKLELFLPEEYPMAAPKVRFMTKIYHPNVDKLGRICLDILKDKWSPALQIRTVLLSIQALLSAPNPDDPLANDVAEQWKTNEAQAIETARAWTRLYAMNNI
PfG6PD inh = PfG6PD (Plasmodium falciparum) enzyme inhibition. 0.78% of 350,000 active. AID 504690. inhibition, % at 20 µM. PfGluPho enzyme, NADPH resazurin-diaphorase fluorescence;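 active = inhibition reaching at least a set limit at 20 µM in the primary screen, cut at about 59% in these data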;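 note: 0% = DMSO wells with substrate and 100% = DMSO wells lacking glucose-6-phosphate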
HKDC1 inhibitor = HKDC1 (human) hexokinase inhibition. Q2TB90. recombinant HKDC1, G6PDH/diaphorase resazurin coupled fluorescence. inhibition, % at 20 µM. 0.16% of 340,000 active;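 active = inhibition above about 35% when tested at 20 µM, limit read from the data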;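 note: plate controls were DMSO wells with enzyme for no effect and DMSO wells lacking enzyme for full effect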
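Test system: HK5 enzyme. Quantity: 5 µg/mL HK5 final. Reagent: glucose and ATP substrates. Schedule: 90 min reaction incubation at room temperature, dark. Technique: resazurin-to-resorufin fluorescence via G6PDH and diaphorase coupling, 525/613 nm. Control set: DMSO wells with and without enzyme mix.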
SENP1 FRET inh = blocks the human SENP1 SUMO protease catalytic domain; AID 624204; inhibition, % at 10 µM; 0.21% of 360,000 active; recombinant SENP1 catalytic domain, CyPet-SUMO1-YPet FRET cleavage;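 active = inhibition at least 30% at 10 µM, raw YFP signal under a set limit, fluorescence ratio 0.5 to 1.5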;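 note: 0% = enzyme with DMSO and 100% = no enzyme wells; some results filed as inactive read as strong as hits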
Target sequence (Q9P0U3 419-644 limits assumed): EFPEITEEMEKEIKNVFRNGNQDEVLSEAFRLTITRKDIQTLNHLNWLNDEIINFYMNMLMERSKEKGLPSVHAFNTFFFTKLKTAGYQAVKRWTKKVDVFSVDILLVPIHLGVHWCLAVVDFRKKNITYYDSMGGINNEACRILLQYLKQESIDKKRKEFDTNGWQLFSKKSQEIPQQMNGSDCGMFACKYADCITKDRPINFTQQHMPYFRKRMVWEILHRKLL
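Assay system: hSENP1 catalytic domain, recombinant. Amount: SENP1 enzyme, 20 pM final. Schedule: 50 min reaction, RT, dark. Technique: FRET, CFP and YFP emission. Control set: no-enzyme wells low, DMSO-plus-enzyme wells high control.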
beta cell repl = MIN6 beta-cell proliferation induction; MIN6 cells proliferation, ATPlite luminescence, 48 h; cells starved in 0.2% serum; 100% = growth in 10% serum; 0.29% of 330,000 active; AID 2380; proliferation, % at 10 µM;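 active = compounds whose signal lies at least 3.5 SD above the mean of all wells on their plate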;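 note: 0% = DMSO-treated cells in low-serum medium and 100% = 10% serum control; some compounds called inactive have numbers as strong as hits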
SENP6 block = inhibitors of human SENP6 protease; Recombinant SENP6 catalytic domain, aminoluciferin luminescence; 1.8% of 330,000 active; inhibition, % at 10 µM; Q9GZR1;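 active = inhibition above about 50% at the single tested dose, limit read from the data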;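 note: plate controls were DMSO wells with enzyme for no effect and DMSO wells lacking enzyme for full effect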
SENP8 block-2 = SENP8 (human) protease inhibition | Q96LD8 | recombinant SENP8, Nedd8 substrate fluorescence | 0.64% of 360,000 active | inhibition, % at 20 µM | AID 602440; in the data active = inhibition mostly above about 40%, no sharp cut-off; inactive = mostly below about 27%
An asterisk follows results filed as active; i = inactive; . = no result given; & = joins results of further samples.

smiles	SENP8 block-1	SENP7 inh	UBC13 polyUb	PfG6PD inh	HKDC1 inhibitor	SENP1 FRET inh	beta cell repl	SENP6 block	SENP8 block-2
O=C(NCc1ccco1)c1ccc(S(=O)(=O)N2CCCCCC2)cc1	-13	-9	-2	-1	-2	2	0	-18	11
Cc1cc(C(=O)N2CCN(C(c3ccccc3)c3ccccc3)CC2)no1	-3	11	-1	-6	3	-1	-4	-1	9
Cc1cc(C(=O)NNC(=O)c2ccc(Cl)cc2)no1	2	1	6	-5	-8	0	-2	-4	8
O=C(CN1C(=O)C2CC=CCC2C1=O)Nc1nc(-c2ccc(F)c(F)c2)cs1 (stereo not given)	5	-1	10	-6	1	0	-2	-11	3
CC(=O)N(Cc1cc(=O)[nH]c2ccccc12)c1cccc(C)c1	-3	-5	3	30	-29	4	-4	-9	-13
CNC(=S)NCCc1ccccc1	1	6	8	-4	-5	0	-3	3	11
CC(Oc1ccccc1)C(=O)N1CCc2ccccc2C1 (stereo not given)	2	0	6	-16	2	0	-1	3	9
O=C(CNCc1ccc(Cl)cc1)Nc1ccc(C(=O)N2CCCCC2)cc1	-3	4	6	-4	-5	-2	-1	-5	1
O=C(CNS(=O)(=O)c1ccccc1)OCC(=O)c1ccc(F)cc1	-8	-6	-2	4	0	2	0	-7	10
CCCn1c(/C=C/c2ccccc2)nc2ccccc21	62*	70*	11	59*	-4	1	-4	72*	-305
Cc1ccc(NCc2n[nH]c(=S)n2-c2ccccc2)cc1Cl	-3	-6	-5	18	-3	0	0	-30	8
Cc1c(Cl)c(=O)oc2cc(OC(C)C)ccc12	-2	-4	9	-10	-4	1	-1	8	-276
COCc1c(C(=O)OCC(=O)NCCN2C(=O)CSC2=O)oc2ccccc12	-7	-4	-19	-12	-8	2	0	-24	16
CCn1nnnc1NC(=O)c1cccc(OC)c1	-17	-15	-6	1	-1	1	-4	-6	4
CCCCCCCCN1[C@@H](CC(=O)OCC)c2ccc(C(F)(F)F)cc2S1(=O)=O	-4	6	18	18	-1	1	-5	8	22
Cc1cccc(OCC(=O)NCCCNC(=O)c2ccncc2)c1	-7	-8	0	10	-5	-1	-1	0	13
COC(=O)c1cccc(NC(=O)c2cnn(C)c2)c1	-1	3	5	-4	-4	2	0	-17	27
CC(=O)Nc1cccc(NC(=O)CCCC2CCCCC2)c1	2	-4	0	0	0	-1	-2	-25	-1
Cc1ccc(C(=O)C2CC2)c(C)c1	.	.	.	-6	3	1	.	.	6
CCn1ncc(Br)c1C(=O)Nc1cccc(C(C)=O)c1	1	-2	8	-1	0	0	-1	-11	20
Cc1ccc(NC(=O)CS(=O)CC(=O)NC23CC4CC(CC(C4)C2)C3)cc1 (stereo not given)	4	2	8	7	-2	-1	0	-9	12
CN(C(=O)COC(=O)c1cc[n+]([O-])cc1)c1ccccc1	5	-4	-3	-24	6	1	0	3	10
O=C(NCCc1ccccc1)C(=S)N1CCCCC1	3	12	8	-1	-2	0	-1	15	7
COc1cc(NC(=O)C2CCCN(c3ncccn3)C2)cc(OC)c1 (stereo not given)	-5	-3	12	16	4	1	-3	-8	-34
CCC(C)NC(=O)CS(=O)Cc1nc(-c2cccc(OC)c2)oc1C (stereo not given)	1	-10	0	13	-4	2	4	4	9
CN(C)CCn1cnc2c1c(=O)n(C)c(=O)n2C	0	-8	-1	-1	-8	1	4	-13	7
CC(=O)c1c(C)[nH]c(C(=O)NCc2ccccc2Cl)c1C	-10	-9	-6	-5	-1	-2	-3	-9	-1
COC(=O)c1c(-c2c(Cl)cccc2Cl)noc1NC(=O)NN1CCCCC1	1	-3	10	0	-1	0	-2	6	17
Cc1c(NC(=O)Cn2nc(C(F)(F)F)c3c2CCCC3)c(=O)n(-c2ccccc2)n1C	-1	-2	-2	-15	-5	2	-2	-12	15
O=C(NCCc1ccc(F)cc1)Nc1ccccc1	3	-6	0	-13	5	0	-1	-15	2
O=C(NC1CC1)c1cc2c(s1)-c1ccccc1OC2	-6	4	25	27	-5	1	0	1	-407
O=C(NCc1ccc2c(c1)OCO2)c1cc2ccccc2o1	-7	4	-2	7	3	1	-3	-8	15
CCCC[n+]1ccn(-c2nc3ccccc3nc2[N-]S(=O)(=O)c2ccc(Cl)cc2)c1	1	-2	16	2	0	-95	2	-1	-494
Cc1ccc(N(C(=O)c2csnn2)C(C(=O)NC2CCCCC2)c2ccncc2)cc1 (stereo not given)	-3	3	5	-11	7	2	-2	15	11
COc1ccc(CCN(Cc2nc3ccccc3c(=O)[nH]2)C(=O)C2CC2)cc1	-8	0	-2	-6	2	-4	3	5	-3
Cc1cc(=O)oc2cc(OCC(=O)Nc3ccc(F)cc3F)ccc12	-7	-7	15	-12	-8	-2	-1	9	i
O=C(C(=O)N1CCOCC1)c1cn(CC(=O)N2CCc3ccccc3C2)c2ccccc12	6	7	-6	-15	-5	-2	-4	2	9
CC(C)C(NC(=O)c1c(F)cccc1F)C(=O)NCc1ccc(S(=O)(=O)N2CCOCC2)cc1 (stereo not given)	6	5	0	-8	-4	1	0	25	-4
O=C(CCCCn1cnc2c(=S)nc[nH]c21)Nc1ccc(C(=O)O)c(O)c1	.	.	.	33	0	-3	.	.	-12
Cc1ccc(C(=O)N2CCC3(CC2)NCCc2[nH]cnc23)cc1C	-9	2	3	-1	4	1	0	-6	13
O=C(NCc1ccccc1)c1ccc[n+]([O-])c1	-14	14	-11	1	-2	0	-2	-6	12
Cc1ccc(NS(=O)(=O)c2c(C(=O)N3CCCC3)c(C)n(C)c2C)cc1	-12	7	1	-11	-6	-1	0	-5	-44
O=C(Nc1nccs1)C1C2CC3OC(=O)C1C3C2 (stereo not given)	4	-2	4	-9	-5	3	1	-17	17
Oc1[nH]c2ccc(Br)cc2c1N=Nc1ccc(C(F)(F)F)cn1	-15	-2	-34	3	-3	15	-6	-15	33
O=C(NNC(=O)c1nn(-c2ccc(F)cc2)ccc1=O)c1ccc(C(F)(F)F)cc1	5	0	70*	-31	-2	1	-1	-1	14
CCN(CC)S(=O)(=O)c1ccc(C)c(C(=O)Oc2cccc(-c3cnc4ccccc4n3)c2)c1	-10	1	-4	-5	0	3	-3	0	1
COc1ccc(NCc2nc3ccccc3n2C)cc1	33	45	-14	2	1	0	2	68*	12
Cc1cccc(-c2nnc(NC(=O)c3ccc(Cl)cc3)o2)c1	5	11	-20	-5	-6	1	-6	-6	9

Brought forward from above: two entries; new compounds follow.
smiles	SENP8 block-1	SENP7 inh	UBC13 polyUb	PfG6PD inh	HKDC1 inhibitor	SENP1 FRET inh	beta cell repl	SENP6 block	SENP8 block-2
COc1ccc(NCc2nc3ccccc3n2C)cc1	33	45	-14	2	1	0	2	68*	12
Cc1cccc(-c2nnc(NC(=O)c3ccc(Cl)cc3)o2)c1	5	11	-20	-5	-6	1	-6	-6	9
COc1cc(CCC(=O)OCC(=O)Nc2ccccc2F)cc(OC)c1OC	-7	-2	-5	-8	-8	0	0	-18	7
Cc1ccc(-n2nc3c(c2NC(=O)c2ccco2)CS(=O)C3)c(C)c1 (stereo not given)	-9	7	-1	2	-4	2	0	-26	-1
O=C(/C=C/c1ccc(Cl)cc1Cl)Nc1cccc(S(=O)(=O)NC2=NCCC2)c1	-7	-2	3	17	-4	1	-6	-5	0
CCN(Cc1cccs1)C(=O)CN1CCN(S(=O)(=O)c2ccc3c(c2)OCCCO3)CC1	3	1	-1	-8	5	-1	-2	0	-3
COc1cccc(C2=NOC(C(=O)NCCN3CCOCC3)C2)c1 (stereo not given)	3	-9	8	-7	3	2	2	-15	6
Cc1ccc(CN2C(=O)NC(Cc3c[nH]c4ccccc34)C2=O)cc1 (stereo not given)	2	8	4	3	-9	2	-3	-3	-1
CC(C)(C)Nc1nc(NCc2cccnc2)nc(N2CCOCC2)n1	0	-1	-2	-2	-1	1	-3	-5	16
Cc1cc(C)n2cc(-c3ccc(Cl)cc3)c(C(=O)O)c2n1	-2	2	4	41	-8	-25	-2	1	-156

3 entries already listed, ordered by the value under SENP1 FRET inh, smallest number first.
Structure,SENP1 FRET inh
COc1cc(CCC(=O)OCC(=O)Nc2ccccc2F)cc(OC)c1OC,0
CC(C)(C)Nc1nc(NCc2cccnc2)nc(N2CCOCC2)n1,1
Cc1ccc(-n2nc3c(c2NC(=O)c2ccco2)CS(=O)C3)c(C)c1 (stereo not given),2

Additional results follow:
smiles	SENP8 block-1	SENP7 inh	UBC13 polyUb	PfG6PD inh	HKDC1 inhibitor	SENP1 FRET inh	beta cell repl	SENP6 block	SENP8 block-2
Cc1oc(-c2ccccc2Cl)nc1CS(=O)(=O)CC(=O)N1CCOCC1	1	9	7	-6	9	0	3	-16	0
O=C(N=C1c2ccccc2CN1c1ccc(F)c(Cl)c1)c1cccnc1Cl	62*	61*	-1	.	.	.	-1	66*	.
COc1cccc(C(=O)NCC(=O)N2CCC3(CC2)NCCc2[nH]cnc23)c1OC	-2	-6	6	6	3	1	5	5	7
COc1cccc(CNC(=O)Cn2cccc2C(=O)c2ccccc2C)c1	18	-1	0	1	1	0	-2	5	13
COc1ccc(N(CC(=O)NCCC2=CCCCC2)S(=O)(=O)c2ccccc2)cc1	3	8	-2	-6	9	-31	-4	12	5
O=c1c(C(c2c(O)nc3n(c2=O)CCS3)c2cccc3ccccc23)c(O)nc2n1CCS2	-2	-10	-9	-4	2	2	-1	-15	12
O=C(Cn1c[n+](CC(=O)c2ccc([N+](=O)[O-])cc2)cn1)c1ccc([N+](=O)[O-])cc1	-2&1	8&2	-8&-18	2&56	-3&8	0&2	0&-1	0&-9	40&16
CS(=O)(=O)c1cccc(-c2nnc(NC(=O)c3ccc4ncsc4c3)o2)c1	-12	8	-12	-12	2	0	-1	-2	-4
Cc1[nH]c2ccc(Cl)cc2c(=O)c1CN1CCCC1	-7	-5	4	17	-2	-12	6	-2	18
Cc1cccc(NC(=S)N2CCN(S(=O)(=O)c3ccc(F)cc3)CC2)c1	8	-6	4	-1	1	5	-1	-3	12
O=C(CN1C(=O)C(=O)N(C2CCCC2)C1=O)Nc1cc(Cl)ccc1[N+](=O)[O-]	0	1	1	-3	-5	-1	4	2	15
CCN(CC)S(=O)(=O)c1ccc(NC(=O)CNC2CCCCC2)cc1	1	1	5	-6	-2	1	-4	-8	18
Cc1nn(Cc2ccccc2)c(Cl)c1C(=O)OCC#N	5	4	4	7	-6	0	1	15	11
CN(CCOc1ccccc1)CC(=O)Nc1ccc([N+](=O)[O-])cc1Cl	-1	-11	18	9	1	2	-4	-8	17
O=C1NC(C(F)(F)F)(C(F)(F)F)N=C2SC=CN12	-4	2	-1	-3	-5	-1	1	-6	-1
O=C(C1=C[C@H](c2coc3ccccc3c2=O)C[C@H](OCCCCO)O1)N1CCN(Cc2ccc3c(c2)OCO3)CC1	-12	-12	-6	19	-2	0	-2	-16	12
O=C(O)C[C@]1(C(=O)Nc2ccc(F)cc2)CC(/C=C/c2ccccc2)=NO1	-2	-3	-1	-15	1	0	5	-20	13
COc1cc(C(=O)NCCNc2nc3ccc(C)cc3cc2C#N)cc(OC)c1OC	-4	1	5	5	8	-25	-2	4	-445
COc1ccc(C(=O)O/N=C(\N)c2ccccc2)c(OC)c1	82*	81*	-18	13	-5	1	-5	92*	9
O=C1NN(c2cccc(Br)c2)C(=O)/C1=C/c1cccs1	0	-5	-8	8	14	-1	-3	9	24

Assay outcomes (PubChem)
